Screening results (PubChem BioAssay)
ERK AVP block – qHTS Assay for Inhibitors of the ERK Signaling Pathway using a Homogeneous Screening Assay; HEK293-V1b, vasopressin-stimulated pERK AlphaScreen; Potency, µM (doses to about 57.5 µM), for the others: top-dose activity, negative = inhibition, hits mostly inhibitors; hit rate 0.99% among 72,000; AID 995, 2007; further: on the % scale 0 is the no-effect control and ±100 the full control effect; nearly all actives have a fitted effect of over 55% in size
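V1b-HEK293 cells; cpd 30 min 37C; 25 nM vasopressin 5 min; lyse 10 min; AlphaScreen beads 5 hr RT. Normalized to DMSO basal and 25 nM vasopressin; AC50 by Hill fit.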
HBB splice mod – qHTS Assay for Modulators of Hemoglobin Beta Chain Splicing; hit rate 0.06% among 65,000; HBB splicing reporter cell assay, activation; EGFP reporter with mutant IVS2-654 intron; response scale: normalised to 500 nM splice-correcting PNA; AID 925, 2007; Potency, µM (series often up to 46.1 µM), for inactives: top-dose activation, hits mostly activators; further: 0% is about no effect
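HeLa cells stably expressing EGFP interrupted by mutant beta-globin intron 2 (IVS2-654), 500/well in 2% FCS. Treated with compound for 2 days at 37C. Splicing correction scored as total well GFP intensity (488 nm excitation, 500-520 nm emission); 500 nM antisense PNA served as control.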
CRE-bla Fsk – Cell signaling CRE-BLA (Fsk stim); hit rate 2.5% among 71,000; AID 662, 2007; CHO CRE-bla reporter (cAMP response element driving beta-lactamase), forskolin EC10, beta-lactamase ratio; Potency, µM (doses to about 38.2 µM), for inactives: at the highest dose activity change, negative = inhibition, most hits filed as activators; active means well fitted activation curve with a large enough effect in the signal ratio, with a control signal flat, not every such curve was filed as active; inconclusive means small, poorly fitted or top-dose-only effect, or effect the other way, or a change in a side signal; the % refers to the signal ratio; further: % of control where 0% means no effect
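CRE-bla CHO cells stimulated with EC10 NKH 477 (water-soluble forskolin) and compound titrations, 3 h at 37C; beta-lactamase read with CCF4 after 2 h at room temperature. Activity from 460/530 nm emission ratio, AC50 values for positive or negative modulation.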
Hsp90 Hop PPI – qHTS Assay for Disrupters of an Hsp90 Co-Chaperone Interaction; Potency, µM (highest dose often 57 µM), for the others: at the top dose activity change, negative = inhibition; hit rate 0.44% among 71,000; AlphaScreen TPR2A-His6 binding biotin-Hsp90 C-terminal peptide; AID 595, 2007; Hsp90 C-terminal peptide / TPR2A (Hop) interaction, human; active means well fitted curve in either direction with a large enough effect; inconclusive means small, poorly fitted or top-dose-only effect, or another doubt; further: on the % scale 0 is the no-effect control and ±100 the full control effect; many of its hits are not listed in these tables
* marks the source's active call; other numbers are inactive results; u = inconclusive; [ ] = another dose, or the depositor's remark. Unless noted, the call rests on the fitted dose curve; in most records, active means well fitted curve in the direction sought with a large enough effect; inconclusive means small, poorly fitted or top-dose-only effect, or another doubt; inactive means no such curve, though single readings can be large; an effect the other way counts as inactive or inconclusive. Potency means the concentration at half of the fitted maximal effect. A portion of the library. The share of hits here may be higher or lower than overall.

Field names: A = ERK AVP block; B = HBB splice mod; C = CRE-bla Fsk; D = Hsp90 Hop PPI
O=C(O)CCCCC1CCSS1 (centres undefined)
  A = 9%; B = -0.3%; C = -18%; D = -1%
CCCCC(CC)COP(=O)(OCC(CC)CCCC)OCC(CC)CCCC (centres undefined)
  A = -1%; B = -0.2%; C = -5%; D = 5%
O=C(Cl)c1ccccc1[N+](=O)[O-]
  A = 8%; B = -0.3%; C = -8%; D = 0%
O=C(NCc1cccc2ccccc12)[C@H]1C[C@@H]1[C@H](NP(=O)(c1ccccc1)c1ccccc1)c1ccccc1
  A = -23%; B = 1.7%; C = -14%; D = -11%
CC(C)c1cccc2nc3c(c(C(C)(C)C)c12)Cn1c-3cccc1=O
  A = 45%[activator]; B = 1.5%; C = 10µM*; D = 17%
CNC(=O)[C@H](C)/C=C(\c1cccnc1)C(NC(=O)OCc1ccccc1)c1ccc(C(=O)OC)cc1 (some centres undefined)
  A = 3%; B = 0.1%; C = -10%; D = -1%
COC(=O)[C@@]1(Cc2ccc(F)cc2)[C@H]2c3cc(C(=O)N4CCCC4)n(CCc4c[nH]c5ccccc45)c3C[C@H]2CN1C(=O)c1ccccc1
  A = 13%; B = -0.3%; C = -12%; D = -8%
COC(=O)[C@@]1(Cc2ccccc2)[C@H]2c3cc(C(=O)N(C)C)n(Cc4ccsc4Br)c3C[C@H]2CN1C(=O)c1ccccc1
  A = 7%; B = -0.6%; C = u; D = -12%
COC(=O)[C@@]1(Cc2ccc(F)cc2)[C@H]2c3cc(C(=O)N(C)C)n(CCc4ccccn4)c3C[C@H]2CN1C(=O)c1ccccc1
  A = 7%; B = 0.3%; C = 1%; D = -4%
CC1CC(OC(=O)c2ccccc2O)CC(C)(C)C1 (centres undefined)
  A = 27%; B = -1.2%; C = 0%; D = 9%

Next part.
Field names: A = ERK AVP block; B = HBB splice mod; C = CRE-bla Fsk; D = Hsp90 Hop PPI
COC(=O)[C@@]1(Cc2ccc(OC)cc2)[C@H]2c3cc(C(=O)N(C)C)n(CCc4ccc(OC)c(Br)c4)c3C[C@H]2CN1C(=O)c1ccccc1
  A = 11%; B = 0.4%; C = u; D = -11%
COC(=O)[C@@]1(Cc2ccccc2)[C@H]2c3cc(C(=O)N(C)C)n(Cc4ccccc4)c3C[C@H]2CN1C(=O)c1ccccc1
  A = -7%; B = 0.4%; C = -12%; D = -10%
COCCNC(=O)C1(CC(C)C)C=CCN1C(=O)OC (centres undefined)
  A = 1%; B = -1.1%; C = -2%; D = -5%
C[C@@H](C(=O)O)[C@H]1C[C@]1(C)[C@H](NC(=O)OCc1ccccc1)c1ccccc1
  A = 18%; B = 0.2%; C = 3%; D = -7%
O=Cc1ccc(CO)o1
  A = 4%; B = 1.1%; C = 1%; D = -2%
CCC(C)(C)C(=O)O
  A = 0%; B = -1.4%; C = -14%; D = -2%
CNC1=C(Cl)C(=O)c2ccncc2C1=O
  A = -7%; B = -1.3%; C = u; D = -26%
CNc1ccccc1
  A = 23%; B = 0.5%; C = -5%; D = -3%
O=c1ccc2ccccc2o1
  A = 7%; B = 0.3%; C = -2%; D = -2%
CCCCc1c2ccccc2nc2[nH]c3ccccc3c12
  A = 9%; B = 0.9%; C = 5µM*; D = 4%

Further structures follow:
Field names: A = ERK AVP block; B = HBB splice mod; C = CRE-bla Fsk; D = Hsp90 Hop PPI
CCc1cccc2nc3c(c([Si](C)(C)C)c12)Cn1c-3cccc1=O
  A = 22%; B = -0.3%; C = 13µM*; D = 18%
CC1=CCC2CC1C2(C)C (centres undefined)
  A = u; B = -0.1%; C = -7%; D = 1%
COC(=O)[C@H]1C[C@@H]1[C@H](NS(=O)(=O)c1ccc(-c2ccccc2)cc1)c1ccccc1
  A = 11%; B = 1.4%; C = -4%; D = -3%
C#C[C@]1(O)CC[C@H]2[C@@H]3CCc4cc(O)ccc4[C@H]3CC[C@@]21C
  A = -5%; B = -0.4%; C = u; D = 0%
CCC(C)(C)C
  A = 26%; B = -0.6%; C = -2%; D = 1%
Cc1cccc2cccnc12
  A = 1%; B = 0.2%; C = 2%; D = -3%
Cc1ccc(C)c([N+](=O)[O-])c1
  A = 2%; B = 1.0%; C = -6%; D = -1%
Nc1ccn([C@H]2CC[C@@H](CO)O2)c(=O)n1
  A = 25µM*; B = -0.2%; C = -15%; D = -5%
FC(F)(F)C(Cl)Br (centres undefined)
  A = 10%; B = 0.0%; C = -1%; D = -2%
CCCCC(CC)CO (centres undefined)
  A = 9%; B = -0.1%; C = -10%; D = 1%

An excerpt taken from the entries so far, as a working copy:
Field names: A = ERK AVP block; B = HBB splice mod; C = CRE-bla Fsk; D = Hsp90 Hop PPI
O=c1ccc2ccccc2o1
  A = 7%; B = 0.3%; C = -2%; D = -2%
CCCCc1c2ccccc2nc2[nH]c3ccccc3c12
  A = 9%; B = 0.9%; C = 5µM*; D = 4%
CCc1cccc2nc3c(c([Si](C)(C)C)c12)Cn1c-3cccc1=O
  A = 22%; B = -0.3%; C = 13µM*; D = 18%
CC1=CCC2CC1C2(C)C (centres undefined)
  A = u; B = -0.1%; C = -7%; D = 1%
COC(=O)[C@H]1C[C@@H]1[C@H](NS(=O)(=O)c1ccc(-c2ccccc2)cc1)c1ccccc1
  A = 11%; B = 1.4%; C = -4%; D = -3%
C#C[C@]1(O)CC[C@H]2[C@@H]3CCc4cc(O)ccc4[C@H]3CC[C@@]21C
  A = -5%; B = -0.4%; C = u; D = 0%
CCC(C)(C)C
  A = 26%; B = -0.6%; C = -2%; D = 1%
Cc1cccc2cccnc12
  A = 1%; B = 0.2%; C = 2%; D = -3%
Cc1ccc(C)c([N+](=O)[O-])c1
  A = 2%; B = 1.0%; C = -6%; D = -1%
Nc1ccn([C@H]2CC[C@@H](CO)O2)c(=O)n1
  A = 25µM*; B = -0.2%; C = -15%; D = -5%
FC(F)(F)C(Cl)Br (centres undefined)
  A = 10%; B = 0.0%; C = -1%; D = -2%
CCCCC(CC)CO (centres undefined)
  A = 9%; B = -0.1%; C = -10%; D = 1%

Other results
Field names: A = ERK AVP block; B = HBB splice mod; C = CRE-bla Fsk; D = Hsp90 Hop PPI
CCCCCCN(C(=O)CCCCCN1C(=O)NC(c2ccc(-c3ccccc3)cc2)C(C(=O)OCc2ccccc2)=C1C)C(C(=O)NCCCC)c1ccc(-c2ccccc2)cc1 (centres undefined)
  A = 4%; B = -0.5%; C = -3%; D = 0%
CC(=O)N1CC=CC1(CC(C)C)C(=O)NCCc1c[nH]c2ccccc12 (centres undefined)
  A = 8%; B = -0.5%; C = -17%; D = -1%
Cc1cc(C)cc(O)c1
  A = 6%; B = -0.5%; C = -6%; D = -5%
COC(=O)CCCCCN1C(=O)NC(c2ccccc2)C(C(=O)OCc2ccccc2)=C1C (centres undefined)
  A = -10%; B = -1.0%; C = 2%; D = 0%
Cc1ccc2c(c1[N+](=O)[O-])C(=O)c1ccccc1C2=O
  A = -13%; B = 1.6%; C = 9%; D = -4%
COC(=O)CNC(=O)C1(C)C=CCN1C(=O)c1ccccc1 (centres undefined)
  A = 38%[activator]; B = -1.1%; C = -3%; D = -5%
O=C1CN(/N=C/c2ccc([N+](=O)[O-])o2)C(=O)N1
  A = 45%; B = -1.2%; C = -10%; D = -4%
CCCCCCN(C(=O)CCCCCN1C(=O)NC(c2ccc3ccccc3c2)C(C(=O)OCc2ccccc2)=C1C)C(C(=O)NCCCC)c1ccc(OCC(=O)OC)c(C(=O)OC)c1 (centres undefined)
  A = 5%; B = -0.9%; C = 1%; D = -8%
COC(=O)c1ccc(C(NC(=O)OCc2ccccc2)/C(=C/[C@@H](C)C(=O)NCc2cc(C)n(C)n2)c2cccnc2)cc1 (some centres undefined)
  A = 8%; B = -0.7%; C = -3%; D = 1%
CC(O)COC(C)(C)C (centres undefined)
  A = u; B = 2.0%; C = -5%; D = -1%

Continuation.
Field names: A = ERK AVP block; B = HBB splice mod; C = CRE-bla Fsk; D = Hsp90 Hop PPI
COCCOC(=O)c1ccccc1C(=O)OCCOC
  A = 31%; B = 0.4%; C = -11%; D = u
O=C(O)c1ccc([N+](=O)[O-])cc1
  A = 12%; B = -0.9%; C = -10%; D = -1%
C[C@@H](C(=O)NCC1CC1)[C@H]1C[C@]1(C)[C@H](NC(=O)OCc1ccccc1)c1ccccc1
  A = -6%; B = -3.4%; C = -13%; D = -3%
CCO
  A = 26%; B = -0.1%; C = -10%; D = 3%
CCOC(=O)C1OC1c1ccccc1 (centres undefined)
  A = -11%; B = 0.4%; C = u; D = 2%
Cc1cc([N+](=O)[O-])ccc1N
  A = 19%; B = 1.5%; C = -12%; D = -1%
Oc1c(Cl)ccc(Cl)c1Cl
  A = -2%; B = -1.0%; C = 8%; D = -3%
COC(=O)c1ccc(C(NC(=O)OCc2ccccc2)/C(F)=C/[C@@H](C)C(=O)NCc2ccc(-c3ccccc3)cc2)cc1 (some centres undefined)
  A = 22%; B = 0.3%; C = -11%; D = 0%
c1ccc(Nc2ccccc2)cc1
  A = -7%; B = 0.7%; C = -13%; D = 2%
COC(=O)c1ccc(C(NC(=O)OCc2ccccc2)/C(=C/[C@@H](C)C(=O)NCc2cccnc2)c2cccnc2)cc1 (some centres undefined)
  A = 13%; B = 0.0%; C = -19%; D = 1%

(more compounds)
Field names: A = ERK AVP block; B = HBB splice mod; C = CRE-bla Fsk; D = Hsp90 Hop PPI
C[C@@H](C(=O)Nc1ccc2ccccc2c1)[C@@H]1C[C@@]1(C)[C@@H](NC(=O)c1ccccc1)c1ccccc1
  A = 4%; B = -1.2%; C = -15%; D = -3%
COC(=O)[C@@]1(Cc2ccc(OC)cc2)[C@H]2c3cc(C(=O)N(C)C)[nH]c3C[C@H]2CN1C(=O)c1ccccc1
  A = -8%; B = -0.5%; C = -9%; D = -6%
COCCNC(=O)[C@H]1C[C@@H]1[C@H](NP(=O)(c1ccccc1)c1ccccc1)c1ccccc1
  A = -8%; B = 1.6%; C = -10%; D = -6%
COC(=O)[C@@]1(Cc2ccccc2)[C@H]2c3cc(C(=O)N(C)C)n(C[C@H](O)CO)c3C[C@H]2CN1C(=O)c1ccccc1
  A = -19%; B = -0.8%; C = -5%; D = -1%
C=CCOC(=O)c1ccccc1C(=O)OCC=C
  A = 11%; B = 2.3%; C = -3%; D = 6%
COC(=O)c1ccc(C(NC(=O)OCc2ccccc2)/C(C)=C/[C@@H](C)C(=O)NCc2cc(F)cc(F)c2)cc1 (some centres undefined)
  A = 17%; B = -0.3%; C = -10%; D = 7%
CCC[C@@H]1C[C@@]1(CCC)C(NC(=O)c1ccccc1)c1cccc(Cl)c1 (some centres undefined)
  A = -16%; B = -0.9%; C = 9%; D = -9%
COC(=O)[C@@]1(Cc2ccc(OC)cc2)[C@H]2c3cc(C(=O)N4CCCC4)n(CCc4ccc(O)c(O)c4)c3C[C@H]2CN1C(=O)c1ccccc1
  A = 5%; B = 0.3%; C = u; D = -16%
CCOCC(=O)O
  A = -3%; B = -1.5%; C = 6%; D = 0%
CCCCCCN(C(=O)CCCCCN1C(=O)NC(c2ccc(-c3ccccc3)cc2)C(C(=O)OCc2ccccc2)=C1C)C(C(=O)NCCCC)c1ccc(O)cc1 (centres undefined)
  A = 1%; B = 0.1%; C = 1%; D = -5%

Next results follow:
Field names: A = ERK AVP block; B = HBB splice mod; C = CRE-bla Fsk; D = Hsp90 Hop PPI
COC(=O)c1ccc(C(NC(=O)OCc2ccccc2)/C(=C/[C@@H](C)C(=O)NCc2ccccc2)c2cccnc2)cc1 (some centres undefined)
  A = 29%; B = 0.0%; C = -17%; D = 2%
CC1=C(C(=O)OCc2ccccc2)C(c2cccc([N+](=O)[O-])c2)NC(=O)N1CCCCCC(=O)O (centres undefined)
  A = 4%; B = -0.8%; C = -12%; D = 1%
CCCCCCCC[N+](CCCCCCCC)(CCCCCCCC)CCCCCCCC
  A = -21%; B = -0.7%; C = u; D = -2%
Cc1c2ccccc2c(C)c2c1ccc1ccccc12
  A = 58%[activator]; B = -0.7%; C = 25µM*; D = 32µM*
